Epigenetic reg = epigenetic control regulation, reporter derepression. murine LDR cells, GFP reporter derepression, 30 h. Potency, µM (series often up to 53.9 µM), inactives show at the highest dose GFP activation, actives largely listed as activators. 0.2% of 280,000 active. AID 1865; active = well fitted activation curve with a large enough effect; inconclusive = small, poorly fitted or top-dose-only effect; note: % of control where 0% means no effect; nearly all actives have a fitted effect of over 60% in size
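Derepression of a silenced CMV-GFP reporter in murine LDR cells is scored by enumerating GFP-positive cells with a laser-scanning microplate cytometer after 30 hours of treatment at 37 C.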
Starred values were filed as active, the others as inactive; ? = inconclusive. Potency is the fitted concentration of half-maximal effect. Not all compounds are listed; count on the stated rates, not on these rows.

Epigenetic reg | Structure
0.0% | COc1ccc(-c2[nH]ncc2C(=O)NCc2cccc(Cl)c2)cc1
-0.7% | COc1ccc(CNC(=O)c2ccc3c(c2)CCN3S(=O)(=O)c2ccc(Cl)cc2)cc1
-1.5% | Cc1ccc(Cl)cc1NC(=O)CN1C(=O)CSc2ccc(S(=O)(=O)N3CCCC3)cc21
-1.6% | COc1cc(OC)cc(-n2c(=O)c3ccccc3n(CC(=O)NCCc3ccc(OC)c(OC)c3)c2=O)c1
-7.2% | CC(C)Nc1cc(N2CCN(C3CCCCC3)CC2)c2noc3c2c1C(=O)c1ccccc1-3
1.9% | COC(=O)c1c(NC(=O)c2cc(OC)c(OC)c(OC)c2Br)sc2c1CCC(C)C2 (stereo unspecified)
5.6% | Cc1ccc(C)c(OCc2nc3ccccc3n2C)c1
0.8% | C[C@@H](NC(=O)CN(c1ccccc1)S(=O)(=O)N(C)C)c1ccccc1
-0.8% | COc1ccccc1C(=O)Nc1cc(-c2ccc(C)cc2)no1
7.4% | O=c1[nH]c(C2CCCN(S(=O)(=O)c3ccccc3)C2)nc2c1nnn2Cc1ccc(OC(F)(F)F)cc1 (stereo unspecified)
0.8% | COc1cccc(NC(=O)C2CCN(S(=O)(=O)c3c(C)noc3/C=C/c3cccs3)CC2)c1
-2.6% | O=C(Nc1ccccc1C(F)(F)F)c1cc2ccccn2n1
1.4% | Cc1ccc(OCC(=O)Nc2ccc(S(=O)(=O)Nc3cc(C)on3)cc2)c(Br)c1
3.7% | CCOC(=O)COc1ccc(C2C(C(=O)OC)=C(C)NC3=C2C(=O)c2ccccc23)cc1Cl (stereo unspecified)
-1.8% | CC1=C(C(=O)Nc2ccc(Cl)cc2)C(C(C)C)n2nc(SCc3ccc(Cl)cc3)nc2N1 (stereo unspecified)
0.1% | CC(C(=O)NCc1cccc(Br)c1)n1ncn2cccc2c1=O (stereo unspecified)
-1.7% | CCCOc1ccc(CNC(=O)Cn2cc3c(n2)-c2c(oc(C(=O)N4CCOCC4)c2C)CC3)cc1
9.5% | O=C(Cn1ncc2c(Cl)cccc21)NCc1cccc(Cl)c1
-1.8% | COc1ccc(NC(=O)c2nnn(CC(=O)Nc3cc(C)cc(C)c3)c2N)c(OC)c1
0.0% | COC(=O)c1ccc(NC(=O)CCc2c(C)nc3c(-c4ccccc4)c(C)nn3c2C)cc1
-2.9% | Cc1ccc(C)c(N2CCN(C(=O)c3cccc(-n4c(C)nc5cccnc54)c3)CC2)c1
2.4% | O=C(CN1C(=O)COc2ccc(S(=O)(=O)N3CCCCCC3)cc21)N1CCN(c2cccc(C(F)(F)F)c2)CC1
15% | Cc1ccc2[nH]c(=O)c3cc(C(=O)NCCc4ccc(Cl)cc4)sc3c2c1
-0.4% | CCC1CCCCN1CCCNC(=O)c1cn(C)c2ccc(S(=O)(=O)N(C)C3CCCCC3)cc2c1=O (stereo unspecified)

Two entries from above, as labelled records:
O=C(CN1C(=O)COc2ccc(S(=O)(=O)N3CCCCCC3)cc21)N1CCN(c2cccc(C(F)(F)F)c2)CC1
  Epigenetic reg: 2.4%

Cc1ccc2[nH]c(=O)c3cc(C(=O)NCCc4ccc(Cl)cc4)sc3c2c1
  Epigenetic reg: 15%

(next part)
Epigenetic reg | Structure
-2.5% | Cc1c(-c2nc(-c3ccccc3)no2)nnn1-c1ccc(F)c(Cl)c1
0.0% | CCc1cccc(C)c1NC(=O)Nc1csc2c1CCCC2
1.1% | Cc1ccccc1N1CC(C(=O)Nc2ccc(Br)cc2)CC1=O (stereo unspecified)
4.0% | COc1ccc(-c2oc3ncn4nc(COc5ccc(Cl)cc5)nc4c3c2-c2ccc(OC)cc2)cc1
-1.4% | COc1ccc(C)cc1NC(=O)C1CCN(S(=O)(=O)c2ccc3[nH]c4c(c3c2)CCCCC4)CC1
? | Cc1ccccc1OCc1cc(=O)n2c(-c3ccccc3)csc2n1
-3.5% | CCOc1ccc(-c2nonc2NC(=O)c2oc3cc(C)ccc3c2C)cc1OCC
1.6% | CCc1ccc2oc(-c3ccc(NC(=O)c4cc5ccccc5o4)cc3)nc2c1

Entries above that contain an aryl methoxy group:
Epigenetic reg | Structure
0.0% | COc1ccc(-c2[nH]ncc2C(=O)NCc2cccc(Cl)c2)cc1
-0.7% | COc1ccc(CNC(=O)c2ccc3c(c2)CCN3S(=O)(=O)c2ccc(Cl)cc2)cc1
-1.6% | COc1cc(OC)cc(-n2c(=O)c3ccccc3n(CC(=O)NCCc3ccc(OC)c(OC)c3)c2=O)c1
1.9% | COC(=O)c1c(NC(=O)c2cc(OC)c(OC)c(OC)c2Br)sc2c1CCC(C)C2 (stereo unspecified)
-0.8% | COc1ccccc1C(=O)Nc1cc(-c2ccc(C)cc2)no1
0.8% | COc1cccc(NC(=O)C2CCN(S(=O)(=O)c3c(C)noc3/C=C/c3cccs3)CC2)c1
-1.8% | COc1ccc(NC(=O)c2nnn(CC(=O)Nc3cc(C)cc(C)c3)c2N)c(OC)c1
4.0% | COc1ccc(-c2oc3ncn4nc(COc5ccc(Cl)cc5)nc4c3c2-c2ccc(OC)cc2)cc1
-1.4% | COc1ccc(C)cc1NC(=O)C1CCN(S(=O)(=O)c2ccc3[nH]c4c(c3c2)CCCCC4)CC1

Continued:
Epigenetic reg | Structure
1.0% | Cc1ccccc1Nc1cc(C(=O)NCCc2ccc(Cl)cc2)c2ccccc2n1
-0.1% | CCN(CC)c1ccc(NC(=O)c2c(C)nn(-c3ccc(F)cc3)c2-n2cccc2)c(C)c1
0.0% | CCOC(=O)c1cc(-c2ccc(C)cc2)n(CC(=O)Nc2cc(C)ccc2C)c1C
-1.9% | CSc1ncc(Cl)c(C(=O)N(Cc2ccccc2Cl)C2CCS(=O)(=O)C2)n1 (stereo unspecified)
2.5% | CC1=C(C(=O)Nc2ccccc2)C(c2ccncc2)n2nc(SCc3ccccc3F)nc2N1 (stereo unspecified)
0.0% | Cc1oc(-c2cccc(Cl)c2)nc1CSCC(=O)NCc1ccccc1Cl
-1.0% | Cc1ccc(C)c(CNC(=O)C2CCCCN2S(=O)(=O)c2ccc(F)cc2)c1 (stereo unspecified)
? | COc1cc2[nH]c(=O)n(CCCCCC(=O)N3CCN(c4ccc(Cl)cc4)CC3)c(=O)c2cc1OC
0.8% | COc1ccc(-c2[nH]ncc2C(=O)NCc2cccc(F)c2)cc1
-5.7% | Cc1cccc(OCCCn2c(CCNC(=O)C(C)(C)C)nc3ccccc32)c1
-1.7% | Cc1ccc2c(c1)N(C(=O)CCC(=O)Nc1ccccc1Cl)CC(C)O2 (stereo unspecified)
-0.3% | CN(C)c1ccc(CNC(=O)C(Cc2ccccc2)NS(=O)(=O)c2ccc3c(c2)oc(=O)n3C)cc1 (stereo unspecified)
-1.9% | CCOc1ccc(CN(C(=O)c2nc(SC)ncc2Cl)C2CCS(=O)(=O)C2)cc1 (stereo unspecified)
-0.9% | Cc1ccc(-c2noc(-c3cccnc3NCc3ccco3)n2)cc1
-5.1% | O=C(CCCCn1c(=O)[nH]c2ccsc2c1=O)N1CCN(c2cccc(Cl)c2)CC1
5.1% | Cc1ccc(NC(=O)C2CCN(S(=O)(=O)c3c(C)noc3C)CC2)cc1
4.8% | Cc1ccccc1C(=O)Nc1sc2c(c1C(=O)N1CCC(C)CC1)CCCC2
-1.9% | CS(=O)(=O)c1ncc(Cl)c(C(=O)N2CCN(c3cccc(Cl)c3)CC2)n1
1.9% | O=C(NCCCc1nc2ccccc2n1Cc1ccccc1)C1CCCCC1
-2.6% | CCn1c(C)c(C)c2cc(C(=O)NCCc3cc(OC)c(OC)c(OC)c3)ccc21
-0.6% | CCOc1ccccc1NC(=O)Cn1c(=O)n(CCCC(=O)NCCOC)c(=O)c2cc(OC)c(OC)cc21
0.0% | CCc1cccc(-n2c(C)nc3c(cnn3-c3ccc(Cl)cc3)c2=O)c1
-0.8% | CCOc1ccc(NC(=O)c2c(NC(=O)c3cccc(C)c3)sc3c2CCC3)cc1
-3.5% | Cc1nc2nc(NC(=O)c3ccc(Cl)cc3)[nH]n2c(=O)c1Cc1ccccc1
-3.2% | COc1ccc(C2=NC(c3ccncc3)=Nc3ccc(OC)cc3N2)cc1
9.3% | CCOc1cc(-c2ccc(OC(=O)c3ccc(OC)cc3)c(OC)c2)cc(=O)c2c(C)oc(C)c12
0.1% | Cc1ccc(C)c(Nc2nn3c(=O)c4ccc(C(=O)NCc5ccccc5)cc4nc3s2)c1
5.3% | CCN(CCCNC(=O)c1cc2c(=O)[nH]c3ccccc3c2s1)c1ccccc1
0.8% | Cc1ccc(NC(=O)Cn2c(=O)c(C(F)(F)F)nc3ccccc32)cc1C
2.2% | Cc1cc(S(=O)(=O)N2CCN(Cc3noc(CCC(=O)N4CCCCC4)n3)CC2)ccc1F
11% | COC(=O)c1cc2sc(C)cc2n1CC(=O)Nc1ccc(C)cc1Cl
4.8% | COc1cccc(-c2cc(C(=O)NCCc3ccc(C)cc3)[nH]n2)c1
12% | CCOc1ccc(Cn2c(=O)oc3ccccc32)cc1
0.0% | Cc1ccc(C)c(N2CCN(c3nc4ccccc4c4nc(CCn5nc(C)cc5C)nn34)CC2)c1
8.4% | CC(C)CN(CC(C)C)CC(O)Cn1cc(/C=C/C(=O)c2ccccc2)c2ccccc21 (stereo unspecified)
-3.6% | COc1cccc(CSc2nc(-c3ccccc3F)nc3c2Cc2c(CO)cnc(C)c2O3)c1
-3.1% | COc1cccc(-n2c(-c3ccco3)nc3c(cnn3-c3ccccc3C)c2=O)c1
6.0% | CSc1cccc(NC(=O)c2ccc3c(c2)c(C)c(C)n3Cc2ccc(F)cc2)c1
-1.9% | CC(C)Cn1c(=O)c2sccc2n2c(CCCC(=O)Nc3ccc(Cl)cc3)nnc12
3.8% | Cc1c(C(=O)OC2CCC(C)CC2)[nH]c2c1C(=O)CC(c1ccc(F)cc1)C2 (stereo unspecified)
-3.8% | O=C(Cc1cccs1)Nc1c(C(=O)Nc2ccc(F)cc2)oc2ccccc12
1.6% | CCc1ccc(NC(=O)CC2C(=O)N(c3cccc(C)c3)C(=O)N2Cc2ccco2)cc1 (stereo unspecified)
-0.4% | CC(=O)c1ccc(N2CCN(S(=O)(=O)c3ccc4c(c3)C(C)(C)C(=O)N4)CC2)cc1
? | COc1cccc(-c2ccc3c(N)c(C(=O)NCc4ccc(Cl)cc4)sc3n2)c1
0.0% | COc1ccc2c(c1)sc1ncc(C(=O)NCc3cccc(C)c3)c(=O)n12
2.1% | CCOC(=O)N1CCc2c(sc3c2c(=O)n(Cc2ccccc2)c(=O)n3CC(=O)Nc2cccc(C)c2)C1
-0.8% | COc1cccc(Cn2nnc3c(=O)[nH]c(C4CCN(C(=O)c5ccccc5Cl)CC4)nc32)c1
0.0% | CCOC(=O)c1c(C)c(C(=O)NCCc2ccc(OC)cc2)c(C)n1CC
0.0% | CCc1ccc(NC(=O)CSc2nc(C)cc(COC)c2C#N)cc1
-0.6% | CCCn1c(SCC(O)c2ccccc2)nc2ccccc21 (stereo unspecified)
-1.1% | Cc1cccc(Cn2nnc(C(=O)Nc3cc(C)ccc3C)c2N)c1
-2.6% | CCOC(=O)c1ccc(NC(=O)CSc2cn(CC(=O)N3CCCC3)c3ccccc23)cc1
4.2% | COc1ccc(Nc2cc(C(=O)NCc3ccccc3)c3ccccc3n2)c(OC)c1
-2.6% | COc1ccc(-c2cc(C(=O)NCc3ccccc3)c3c(-c4ccccc4)[nH]nc3n2)cc1
-1.8% | Cc1ccccc1OCC(=O)N(Cc1ccc(N(C)C)cc1)CC1CCCO1 (stereo unspecified)
-4.5% | O=c1[nH]c(SCc2c(F)cccc2Cl)nc2c1CCC2

More entries
Epigenetic reg | Structure
-1.2% | COc1cc(C(CC(=O)Nc2ccc(C)c(F)c2)N2Cc3ccccc3C2=O)cc(OC)c1OC (stereo unspecified)
-1.9% | Cc1cc(C)c(S(=O)(=O)N2CCC(N3CCN(Cc4ccccc4)C(=O)C3=O)CC2)c(C)c1
-0.1% | CCOc1ccc(CNC(=O)c2ccc3c(c2)nnn3C2CCCC2)cc1
-2.1% | Cc1ccc(CNC(=O)c2cccn2-c2nnc(N3CCCCC3)s2)cc1
-1.6% | COc1cccc(NC(=O)C2CCC(CNS(=O)(=O)c3ccc4c(c3)CC(C)N4C(C)=O)CC2)c1 (stereo unspecified)
-1.1% | COc1ccc(C2CC(=O)c3cnc4c(-c5ccc(F)cc5)c(C)nn4c3C2)cc1OC (stereo unspecified)
0.0% | CCOc1ccc(NC2SC(=O)N(Cc3ccccc3)C2=O)cc1 (stereo unspecified)
-1.0% | Cc1ccc(-c2onc(C)c2C)cc1S(=O)(=O)NC1CCCCC1
5.7% | COc1ccc(-c2nc(CNS(=O)(=O)c3ccc(Br)cc3)cs2)cc1
0.9% | CCCCNC(=O)c1cccc(-n2cnc3cccnc32)c1C
0.0% | CCCC(=O)Nc1cc2nn(-c3ccccc3)nc2cc1C
2.0% | COC(=O)C1=C(C)NC(=O)C1(NC(=O)c1ccccc1C)C(F)(F)F (stereo unspecified)
-2.7% | COc1ccccc1NC(=O)CSc1ncc2c(n1)-c1cc(Cl)ccc1N(C)S2(=O)=O
-3.1% | CSc1ccc(Nc2nn(-c3ccc(OC(F)(F)F)cc3)nc2C(C)=O)cc1
1.1% | Cc1ccc2c(c1)-c1c(cnn1CC(=O)N1CCN(c3cc(Cl)ccc3C)CC1)CO2
-1.1% | Cc1cc(C)cc(NC2=C(c3ccccc3)C(=O)c3ccccc32)c1
18% | Cn1c(=O)c2c(nc(SCC(=O)Nc3ccccc3)n2Cc2ccccc2F)n(C)c1=O
0.0% | CCOc1ccc(N(CC(=O)NCc2ccc(C)cc2)S(=O)(=O)c2c(C)[nH]c(=O)[nH]c2=O)cc1
-1.1% | Cc1nc2c(-c3ccccc3)c(C)[nH]n2c(=O)c1Cc1ccc(C(C)C)cc1
2.4% | Cc1ccc(-c2nc3cc(NC(=O)c4cc(Br)ccc4Cl)ccc3o2)cc1
-2.1% | Nc1c(-c2nc(-c3cccs3)no2)nnn1-c1ccccc1Cl
